Nrf2 inh = blocks Nrf2 signaling; A549 ARE-Fluc reporter, luciferase luminescence, 18-24 h; Potency, µM (titrated, usually from 46 µM), for the others: top-dose activity change, negative = inhibition, usual class: inhibitors; hit rate 2.1% among 360,000; AID 504444; further: potency means the concentration at half of the fitted maximal effect; on the % scale 0 is the no-effect control and ±100 the full control effect; nearly all actives have a fitted effect of over 60% in size
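Quantitative HTS in A549 cells stably bearing an antioxidant response element-firefly luciferase construct. Inhibition of Nrf2-driven transcription was scored by luminescence after 18-24 h of compound exposure at 37 °C.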
ATXN2 expr inh = ATXN2 expression inhibition. HEK-293 ATXN2-luciferase reporter, luminescence, 24 h. Potency, µM (series often up to 57 µM), without a hit: at the highest dose activity change, negative = inhibition, usual class: inhibitors. hit rate 0.72% among 360,000; further: potency means the concentration at half of the fitted maximal effect; on the % scale 0 is the no-effect control and ±100 the full control effect; nearly all actives have a fitted effect of over 55% in size
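ATXN2-luciferase reporter cells (luciferase flanked by upstream and downstream ATXN2 gene portions) were treated 24 h at 37 °C with compounds at up to 57 uM. SteadyGlo luminescence gave expression; GF-AFC fluorescence gave viability.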
S2 tox = cell viability loss in ATXN counter-screen; Potency, µM (titrated, usually from 56.7 µM), most hits filed as cytotoxic; hit rate 0.49% among 400,000; S2 cells (HEK-293 line with an ATXN2-luciferase reporter) viability, CellTiter-Fluor protease fluorescence, 24 h; further: potency means the concentration at half of the fitted maximal effect; nearly all actives have a fitted effect of over 40% in size
TGFb inhibitor = blocks TGF-b signaling. HepG2 CAGA-GFP TGF-b/SMAD3 reporter, GFP fluorescence, 18 h; TGF-beta stimulated, 500 pg/mL final. Potency, µM (top dose mostly 46.1 µM), for the others: at the highest dose activity, negative = inhibition, usual class: inhibitors. hit rate 1.2% among 410,000; further: potency means the concentration at half of the fitted maximal effect; on the % scale 0 is the no-effect control and ±100 the full control effect; nearly all actives have a fitted effect of over 65% in size
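GFP signal (ex488/em500-530) from TGF-beta-stimulated HEPG2 CAGA-GFP cells, 500 pg/mL final, 18 h at 37 degrees C in DMEM plus 1% FBS, normalized to unstimulated and DMSO-stimulated controls.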
IL-1B inflam inh = inflammasome signaling inhibition, IL-1 beta readout; THP-1 LPS/ATP IL-1B secretion, AlphaLISA, 16 h; stronger effect = lower value; activity change, % at 57.5 µM; hit rate 4.7% among 360,000; AID 743279; in the data active means activity change below about -50%; inconclusive means mostly about -30% to -49%; further: on the % scale 0 is the no-effect control and ±100 the full control effect
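Secreted IL-1B measured by AlphaLISA bead assay after 16 h compound exposure of THP-1 cells; compounds (final up to 57.5 uM) added 1 h before LPS (250 ng/mL) and ATP (1.25 mM) stimulation; lower signal means less secretion.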
MCF10A rereplic = DNA re-replication induction in MCF 10a cells. MCF 10A DNA re-replication, Hoechst nuclear intensity, 48 h. Potency, µM (highest dose often 46.1 µM), for the others: at the highest dose activity, positive = re-replication, actives largely listed as activators. hit rate 2.9% among 350,000. AID 624296; further: potency means the concentration at half of the fitted maximal effect; % of control where 0% means no effect; nearly all actives have a fitted effect of over 50% in size
HepG2 tox = counter-screen for TGF-b inhibitors: cytotoxicity in HepG2 cells | HepG2 CAGA-GFP viability, ATP luminescence, 18 h | Potency, µM (titrated, usually from 46.1 µM), inactives show at the highest dose activity change, negative = cytotoxicity, usual class: cytotoxic | hit rate 0.76% among 410,000 | AID 588856; further: potency means the concentration at half of the fitted maximal effect; some results filed as inactive show a strong effect at the top dose
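HepG2 CAGA-GFP cells (1000/well, DMEM with 1% FBS) received compound, then TGF-beta at 500 pg/mL final, and were incubated 18 hours at 37 degrees C. Viability was read by CellTiter-Glo luminescence. Media-only wells were set as complete cell-killing and DMSO as no toxicity.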
Nrf2 activator = Nrf2 pathway activation | AREc32 ARE-luciferase reporter (MCF7-derived line), luminescence, 24 h | Potency, µM (doses to about 46.1 µM), inactives show at the top dose activation, usual class: activators | hit rate 0.31% among 410,000 | AID 624171; further: potency means the concentration at half of the fitted maximal effect; % of control where 0% means no effect; nearly all actives have a fitted effect of over 65% in size
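Cells of the AREc32 ARE-luciferase line are plated in OPTI-MEM containing 5% FBS and left overnight at 37 deg C. Compounds are pinned in, incubation continues 24 hr, and firefly luciferase signal is then measured.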
A549 tox = A549 cytotoxicity, counter-screen for Nrf2 inhibitors; A549 ARE-Fluc cells, CellTiter-Fluor viability, 18-24 h; Potency, µM (top dose mostly 46 µM), for the others: at the highest dose activity change, negative = cytotoxicity, actives largely listed as inhibitors; hit rate 0.16% among 390,000; AID 504648; further: potency means the concentration at half of the fitted maximal effect; on the % scale 0 is the no-effect control and ±100 the full control effect
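A549 ARE_Fluc cells in 5% FBS OPTI-MEM were exposed to compounds in concentration-response for 18-24 h at 37 deg C. Viability was read by CellTiter-Fluor fluorescence (Ex 405/Em 525) after 30 min, before the luciferase read.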
* marks the source's active call; other numbers are inactive results; i = inactive; ? = inconclusive; nt = no result given; & = joins results of further samples; [ ] = dose if it differs, or a comment. Unless noted, the call rests on the fitted dose curve; in most records, active means well fitted curve in the direction sought with a large enough effect; inconclusive means small, poorly fitted or top-dose-only effect, or another doubt; inactive means no such curve, though single readings can be large; an effect the other way counts as inactive or inconclusive. Outcome played no part in choosing rows, and some 8.8% of all compounds hit somewhere here.

SMILES	Nrf2 inh	ATXN2 expr inh	S2 tox	TGFb inhibitor	IL-1B inflam inh	MCF10A rereplic	HepG2 tox	Nrf2 activator	A549 tox
CC(C)(C)CC(=O)N[C@@H](Cc1ccccc1)c1nc2ccccc2[nH]1	1%	-4%	i	3%	-6	-3%	-9%	-0.3%	1%
CC(C)CC(C(=O)O)N1C(=O)[C@@H]2[C@H](C1=O)[C@@H]1C[C@H]2C(Br)C1Br (stereo not given in full)	3%	2%	i	-2%	13	-74%[inhibitor]	4%	0.0%	-5%
Cc1c(C(=O)N/N=C/c2cccnc2)nnn1-c1nonc1N	-17%	-3%	i	2%	-11	11%	-1%	-0.6%	4%
CC(C)C(=O)c1cn(CC(=O)NCC2CCCO2)c2ccccc12 (stereo not given)	-16%	1%	i	5%	6	-2%	-33%	-0.7%	-3%
O=C(Nc1cc(-c2nc3cc(Cl)ccc3o2)ccc1Cl)c1cc2ccccc2o1	?	19%	i	-13%	nt	nt	-29%	2.2%	-1%
COc1cc(Cn2c3ccc(NC(=O)NCCc4ccccc4)cc3c(=O)n2C)ccc1F	nt	-11%	?	-26%	-5	nt	-21%	4.3%	nt
Cc1ccccc1C1(O)c2ccccc2-c2ccccc21	nt	nt	?	-22%	16	nt	-37%	-0.8%	nt
COc1ccccc1CNC(=O)COn1nnc2ccc(S(=O)(=O)N3CCOCC3)cc21	-8%	-4%	i	-2%	21	-2%	-18%	0.4%	-3%
Cc1ccc(C)c(N2CCN(C(=O)c3cn(CC(C)C)c(=O)c4c3c3ccccc3n4C)CC2)c1	?	1%	i	0%	nt	nt	0%	-0.2%	-17%
O=C(Cc1ccc(NC(=O)N2CCCCc3ccccc32)cc1)Nc1ccccc1Br	?	-18%	i	-23%	nt	nt	-12%	3.1%	-2%
Cc1ccc(C2/C=C\CC(NC(=O)OCC3c4ccccc4-c4ccccc43)CC(=O)N2Cc2ccccc2)cc1 (stereo not given)	-6%	-11%	?	?	?	-6%	-23%	7.3%	-4%
CCN(C(=O)CSc1nc2ccccc2c2nc(CCn3c(C)nc4ccccc43)nn12)c1cccc(C)c1	nt	9%	i	-5%	nt	nt	-31%	3.1%	1%
CCCOCCOC(=O)c1[nH]c2c(c1C)C(=O)CC(c1cc(OC)ccc1OC)C2 (stereo not given)	1%	-19%	?	-13%	-72*	?	-1%	-1.6%	-13%
Cc1ccc(S(=O)(=O)N2CCN(C(C)C(=O)N3CCCc4ccccc43)CC2)cc1 (stereo not given)	-7%	-6%	i	-26%	-10	-1%	0%	2.3%	-6%
CCOc1ccc(C2N3CC4(C(C)C)CN2CC(C(C)C)(C3)C4=O)cc1OC (stereo not given)	12%	8%	i	-1%	nt	nt	-1%	-0.6%	-1%
CCCCN(C(=O)CSCC(=O)Nc1ccc(C)cc1)c1c(N)n(Cc2ccccc2)c(=O)[nH]c1=O	12%	-1%	i	-1%	15	1%	-29%	-0.8%	11%
COc1cc(C(=O)N2CCC(O)(c3ccccc3)CC2)cc(OC)c1OC	?	24%	?	13%	-20	-3%	-1%	0.7%	-4%
O=C(c1ccco1)N1CCN(c2ccc(F)cc2)CC1	1%	0%	i	-10%	4	-6%	0%	-0.5%	-1%
CN1CC(=O)N=C1N	6%&2%	2%&-1%	i	4%&3%	-17&32	3%&-6%&7%	-29%&2%	0.3%&-0.4%	-4%&-2%
COc1ccccc1-c1nnc2sc(-c3cnccn3)nn12	?	-23%	i	1%	22	18µM*	8%	0.4%	-6%
O=C(OCc1nc2ccsc2c(=O)[nH]1)c1ccc(Cl)s1	3%	5%	i	6%	14	?	10%	?	-2%
Cc1cccc(N2CCN(C(=O)Cc3cn(C)c4ccccc34)CC2)c1C	?	-24%	?	-17%	-23	18µM*	-45%	0.3%	-19%
COc1ccc(-n2c(-c3ccccc3F)nc3c(cnn3-c3ccc(C)cc3)c2=O)cc1	-6%	nt	nt	?	nt	nt	-5%	4.3%	-2%
O=[N+]([O-])c1ccc(N2CCN(c3ccc(O)cc3)CC2)c(Cl)c1	?	-32%	i	?	-20	14%	2%	2.4%	0%

Sorted by value in Nrf2 inh (descending): three of the compounds above.
| mol | Nrf2 inh | IL-1B inflam inh | Nrf2 activator |
| --- | --- | --- | --- |
| CCOc1ccc(C2N3CC4(C(C)C)CN2CC(C(C)C)(C3)C4=O)cc1OC (stereo not given) | 12% | nt | -0.6% |
| CC(C)(C)CC(=O)N[C@@H](Cc1ccccc1)c1nc2ccccc2[nH]1 | 1% | -6 | -0.3% |
| Cc1ccc(S(=O)(=O)N2CCN(C(C)C(=O)N3CCCc4ccccc43)CC2)cc1 (stereo not given) | -7% | -10 | 2.3% |

Next part.
SMILES	Nrf2 inh	ATXN2 expr inh	S2 tox	TGFb inhibitor	IL-1B inflam inh	MCF10A rereplic	HepG2 tox	Nrf2 activator	A549 tox
Cn1c(-c2ccc(F)cc2)cnc1NCc1cccc(F)c1	16%	12%	i	-12%	-12	10%	-25%	-0.6%	0%
O=C(Nc1ccc2c(c1)OCO2)N1CCN(C(=O)C2CCCO2)CC1 (stereo not given)	?	9%	i	-1%	34	5%	-21%	0.2%	-1%
CCCc1cc(=O)n2nc(N3CCC(C(=O)N4CCN(c5ccc(OC)cc5)CC4)CC3)sc2n1	-20%	nt	i	?	17	12%	-9%	2.8%	4%
COc1ccc(C(=O)N/N=C(\C)c2ccc(NC(=O)Cc3ccccc3)cc2)c(OC)c1	5%	4%	i	10%	18	-4%	16%	2.3%	-10%
CCCCCNC(=O)c1ccc2c(c1)ncn2-c1ccc(OC)cc1	-13%	17%	i	0%	?	8%	-11%	2.6%	-5%
COc1ccc2oc(-c3ccc(C)c(NC(=O)c4sc5ccccc5c4Cl)c3)nc2c1	10%	7%	i	1%	nt	nt	-8%	3.4%	4%
CCCCCN(C(=O)CCC(=O)OCCOc1ccccc1Cl)c1c(N)n(CCCC)c(=O)[nH]c1=O	?	-10%	i	?	13	?	-17%	2.3%	-3%
CCCCC12CN3CC(C)(CN(C1)C3c1ccc([N+](=O)[O-])o1)C2=O (stereo not given)	20%	nt	i	-15%	-1	0%	9%	-0.3%	4%
COc1ccc(O)c(CN2CCC(n3nccc3NC(=O)C3CCCC3)CC2)c1	-11%	6%	i	-3%	-4	-1%	24%	-0.3%	0%
Cc1ccc(/C=C/C(=O)c2c(C)cc(C)[nH]c2=O)cc1	nt	?	?	-4%	-94*	?	-48%	28%	-11%
Cc1ccc(S(=O)(=O)NCc2c(-c3ccccc3)c3cc(Cl)ccc3[nH]c2=O)cc1	6%	-8%	i	10%	-11	2%	-12%	0.2%	8%
COc1ccc(NC(=O)c2sc3nc4c(c(-c5ccc(OC)cc5)c3c2N)C(=O)CC(C)(C)C4)cc1	-21%	1%	?	0%	nt	nt	-6%	-0.5%	-10%
Cc1ccc(C2=NC(=O)/C(=C/c3cc(O)c(O)c(Br)c3)S2)cc1	-25%	-2%	i	6%	33	?	-23%	-0.4%	-18%
COc1ccc(OCCCCn2c(-c3ccc(Cl)cc3)nc3ccccc3c2=O)cc1	12%	1%	i	-2%	nt	nt	-13%	5.8%	-4%
CC(C)CCN(C(=O)Nc1ccc(Cl)cc1)C1CCN(C(C)C)CC1	?	nt	i	8%	0	-7%	-16%	2.0%	0%
O=C(O)C(Cc1ccc(Cl)cc1)Sc1nc2ccccc2[nH]1 (stereo not given)	-18%	0%	i	0%	30	2%	-6%	-0.6%	7%
COc1cccc(C2=NOC(C(=O)N3CCN(Cc4ccccc4)CC3)C2)c1OC (stereo not given)	?	-4%	i	-6%	-14	0%	2%	-0.3%	-16%
COc1ccc(-c2csc(Nc3cccc(C)n3)n2)cc1	?	96%[activator]	i	-8%	-6	5%	-2%	10%	-10%
CCc1nonc1NC(=O)COc1cc(C)c(Cl)c(C)c1	6%	nt	nt	-2%	-7	-5%	-14%	-0.3%	0%
Cc1ccc(NC(=S)N2CCN(S(C)(=O)=O)CC2)cc1C	14%	9%	i	0%	8	-1%	3%	0.4%	5%
Cc1ccnc2nc(C(=O)OCC(=O)NC3CCC(C)CC3)nn12 (stereo not given)	7%	1%	?	-7%	-3	-4%	7%	-0.3%	16%
O=C(NCc1ccc2c(c1)OCO2)C(=O)NCC1OCCCN1S(=O)(=O)c1cc(F)ccc1F (stereo not given)	-6%	6%	i	-29%	-12	5%	-27%	0.2%	0%
CS(=O)CCC(NS(=O)(=O)c1ccccc1)C(=O)O (stereo not given)	5%	-6%	i	0%	20	?	4%	-0.5%	-2%
Cn1c(CSCc2ccccc2)n[nH]c1=S	1%	-21%	i	6%	6	1%	-9%	-0.5%	1%
CN(C)CCCC(C)(O)C(Cc1ccccc1)c1ccccc1 (stereo not given)	-2%	9%	i	-2%	-17	-4%	-2%	-0.3%	-5%
CCc1cccc(NC(=O)C(Cc2ccccc2)NS(=O)(=O)c2ccc3c(c2)oc(=O)n3C)c1 (stereo not given)	15%	8%	i	-25%	nt	nt	2%	-0.3%	-12%
CCc1ccc(-c2nc(CN3CCC(C(=O)N4CCN(c5ccccc5)CC4)CC3)c(C)o2)cc1	9%	-20%	?	-23%	?	?	-23%	-0.4%	-17%
Nc1ccc(S(=O)(=O)Nc2nc3ccccc3o2)cc1	-2%	nt	i	14%	30	-6%	4%	-0.6%	-6%
COc1ccc(CNc2nc3nc(C)cc(C)n3n2)cc1	?	23%	i	0%	18	1%	5%	0.3%	-15%
COc1cccc(CNC(=O)[C@@H]2CCCN2C(=O)[C@H]2CCCCN2S(=O)(=O)c2ccc(OC)c(C)c2)c1	nt	1%	?	nt	-3	nt	nt	-0.5%	nt
N#CC1=C(C2CC2)CC(c2ccccc2)C(C#N)=C1N (stereo not given)	-14%	-6%	i	-4%	11	2%	-13%	-0.3%	-6%
